Assay outcomes deposited in PubChem BioAssay by several laboratories.
VHR inh abs: DUSP3 (human) phosphatase inhibition; P51452; recombinant VHR phosphatase, pNPP absorbance; inhibition, % at 13.3 µM; 290,000 compounds, 0.52% hits; in the data active means inhibition above about 50%; further: some compounds called inactive have numbers as strong as hits
TcdB GH inh: blocks C. difficile toxin B glycohydrolase activity; TcdB glycohydrolase enzymatic assay, plate reader; inhibition, % at 9.99 µM; 350,000 compounds, 0.24% hits; in the data active means inhibition above about 10%
3CLpro inhibitor: SARS-CoV 3CLpro protease inhibition; P0C6X7; recombinant SARS-CoV 3CLpro, quenched FRET peptide cleavage; inhibition, % at 6 µM; 290,000 compounds, 0.14% hits; in the data active means inhibition above about 12%
CCHF vOTU inh: blocks the CCHF virus ovarian tumor domain protease | CCHFV vOTU protease, Pep-AMC fluorescence | inhibition, % at 11.5 µM | 370,000 compounds, 0.55% hits | AID 651958; in the data active means inhibition above about 30%; further: 0% = vehicle wells with enzyme and 100% = no enzyme wells
SSB-PriA inh: K. pneumoniae PriA-SSBct interaction inhibition. inhibition, % at 33 µM. 430,000 compounds, 0.6% hits. AlphaScreen SSBct-PriA binding, biotinylated peptide; in the data active means inhibition mostly above about 37%, no sharp cut-off; inactive means mostly below about 20%;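 further: plate controls were negative control peptide for no effect and reference peptide for full effect; strong numbers were not always called active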
Y pestis TopoI: Y. pestis Topo-I inhibition via cleavage products | Y. pestis Topo-I cleavage product accumulation, plate reader | activity, % at 10 µM | 360,000 compounds, 0.064% hits | AID 504884; in the data active means activity above about 50%, passing the limit was not always enough; inconclusive means no clear call, values can overlap the other calls; further: inactives centre near 2
PfHsp40 yeast: compounds rescuing yeast from Plasmodium falciparum HSP40 toxicity. S. cerevisiae expressing PfHsp40, growth rescue, ATP luminescence. growth rescue, % at 12.5 µM. AID 504582. 340,000 compounds, 0.68% hits; in the data active means growth rescue above about 28%, passing the limit was not always enough; inconclusive means no clear call, values can overlap the other calls;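 further: yeast W303a lacking pdr1 and pdr3 grown in galactose medium; growth measured after three days at 30 °C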
BoNT-A LC inh2: blocks Botulinum neurotoxin A light chain protease; 360,000 compounds, 0.17% hits; multiplex microsphere protease substrate cleavage, flow cytometry; AID 588499; inhibition, % at 10 µM; further: plate controls were buffer without enzyme for full effect and enzyme alone for no effect
Anthrax LF prot: inhibitors of Bacillus anthracis lethal factor protease | multiplex microsphere protease cleavage assay, LF | inhibition, % at 10 µM | 360,000 compounds, 0.12% hits | P15917 | AID 588501; further: plate controls were buffer without enzyme for full effect and enzyme alone for no effect
BH1578 lux ind: inducers of Vibrio cholerae quorum light production without autoinducers | V. cholerae BH1578 lux reporter, luminescence, 6 h | activation, % at 18.7 µM | 350,000 compounds, 0.16% hits | AID 588436; in the data active means activation mostly above about 9.7%, no sharp cut-off; inconclusive means no clear call, values can overlap the other calls; inactive means mostly below about 3.7%; further: not every result past the cut was called active; inactives centre near 0; reference of the scale not given here
* hit, by the source's call; i = inactive; ? = inconclusive; nt = no result given; & = joins results of further samples. Unless noted, no stated cut-off is given here; in the data, active means inhibition above about 30%; inconclusive means no clear call, values can overlap the other calls; inactive means below that.

#	SMILES	VHR inh abs	TcdB GH inh	3CLpro inhibitor	CCHF vOTU inh	SSB-PriA inh	Y pestis TopoI	PfHsp40 yeast	BoNT-A LC inh2	Anthrax LF prot	BH1578 lux ind
1	CC(OC(=O)C1=NNC(=O)CC1)C(=O)Nc1ncc(Cl)cc1Cl (stereo not given)	12	1.1	2	-1	-16	-4	-1.5	-0.2	-1	-0.7
2	O=C(NC(Cc1ccccc1)C(=O)O)/C(=C/c1ccccc1)NC(=O)c1ccco1 (stereo not given)	-16	-6.5	-2	18	-3	1	-1.4	-1.5	-1	-0.5
3	CC(Sc1nn(-c2ccccc2)c(=S)s1)C(=O)NCC1CCCO1 (stereo not given)	nt	-0.4	nt	15	-5	-10	-0.7	-0.1	1	-0.8
4	CNC(=O)c1ccc(N(Cc2ccccc2)S(C)(=O)=O)cc1	8	nt	6	8	-17	3	-0.1	-0.1	5	-0.6
5	Cc1ccc(C(=O)OCC(=O)Nc2c(Cl)cc(S(N)(=O)=O)cc2Cl)o1	10	1.0	-5	-6	3	-2	-1.4	1.1	-3	-0.3
6	COc1ccc(CN2C(=O)NC(=O)/C(=C\c3cccc(OC)c3OC)C2=O)cc1	1	0.0	1	-2	-7	-4	-0.7	0.0	-4	-0.7
7	COc1ccc(C(=O)OCc2cc(=O)oc3c(C)c(C)ccc23)cc1S(=O)(=O)N1CCOCC1	nt	-1.1	nt	4	nt	-4	nt	-0.6	-5	0.5
8	CC(C)CC(C(=O)Nc1ccccc1)N1C(=O)C2C3C=CC(C3)C2C1=O (stereo not given)	26	0.5	2	16	2&-15	25	0.6	0.0	0	i
9	CN(C)S(=O)(=O)c1cccc(NC(=S)N/N=C/c2ccc(O)c(O)c2O)c1	21	-4.9	-3	-8	nt	-15	-0.8	-1.8	-8	-0.4
10	C=CCN1C(=O)c2ccc(C(=O)N(C)Cc3ccc(C)o3)cc2C1=O	nt	0.4	nt	3	2	4	1.0	-1.1	3	-0.1
11	O=C(CCC1CCCN(C(=O)c2cccs2)C1)N1CCN(c2ccccn2)CC1 (stereo not given)	15	4.2	-1	1	-6	20	0.8	-0.6	-2	i
12	COc1ccc(OC)c(N(CC(=O)NC2CC2)S(=O)(=O)c2ccc(C)cc2)c1	0	nt	3	-2	-2	-12	0.7	-0.2	1	i
13	CN(C)/C=C(/C(=O)c1ccc(Cl)c(Cl)c1)S(C)(=O)=O	35	1.3	3	-11	-2	5	0.0	-0.6	1	-0.3
14	COCCn1c(=S)[nH]c2cc(C(=O)NCc3ccccc3)ccc2c1=O	nt	1.2	nt	3	nt	11	nt	0.2	-6	i
15	Fc1ccc(CNC2CN3CCC2CC3)cc1 (stereo not given)	4	-0.4	3	-3	-18	0	-1.7	1.4	-8	i
16	COC(=O)CCN(C(=O)C12CC3CC(CC(C3)C1)C2)c1ccccn1	11	nt	2	3	-13	7	-0.2	0.7	-7	-17
17	Cc1ccc(Cl)cc1N1CCN(C(=O)c2ccccc2SCC(=O)N2CCCC2)CC1	nt	-1.4	nt	14	4	22	0.9	-4.7	-1	-7.1
18	CCCn1c(=N)n(CC(=O)c2ccc([N+](=O)[O-])cc2)c2ccccc21	12	1.4	6	-10	0	-10	0.3	11	2	i
19	O=C(NCCc1ccccc1)C1CCCN1C(=O)NCc1ccccc1 (stereo not given)	-8	nt	5	-2	-6	-4	-0.7	-0.4	-1	i
20	COc1ccc(CCN2C(=O)CC(Cc3ccc(C)cc3)C2=O)cc1OC (stereo not given)	15	0.6	1	-12	5	9	0.8	-0.7	4	-0.4
21	CCC(=O)N1CCN(c2ccc(Cl)cc2NC(=O)c2ccc(N3CCCC3)c([N+](=O)[O-])c2)CC1	-1	nt	-1	3	24	37	1.4	4.7	-8	-0.3
22	O=c1cc(CN2CCN(c3cccc(C(F)(F)F)c3)CC2)nc2sccn12	26	0.9	4	1	2	nt	nt	nt	nt	nt
23	Oc1cncc(-c2cccnc2)c1	nt	0.4	nt	0	-11	3	-0.4	0.0	4	i
24	COc1cc([N+](=O)[O-])ccc1NC(=O)Cc1ccc(F)cc1	-1	nt	0	-7	13&-12	-7	-0.8	0.3	2	-0.3
25	CCCc1nnc(NC(=O)CCS(=O)(=O)c2ccccc2)s1	2	1.1	1	4	-4	7	0.3	0.6	-2	-0.6
26	CCOC(=O)c1c(C)nc2c(c1C)/C(=N/O)CC(C)(C)C2	-1	0.2	-5	-1	nt	-1	0.3	0.1	-4	1.7
27	O=C(NCc1ccccc1)c1ccc(F)c(S(=O)(=O)N2CCOCC2)c1	25	nt	-4	-3	-1	-10	-0.3	0.1	-6	6.7
28	COc1ccccc1CN(CC(=O)NCc1ccco1)C(=O)CNS(=O)(=O)c1ccccc1	3	nt	1	8	-6	24	-0.5	0.2	0	i
29	CC1=NN(c2ccccc2)C(=O)C1N=Nc1ccc(N)cc1 (stereo not given)	-7	nt	2	11	-13	1	-0.2	0.0	-14	i
30	CC12CCC(C(=O)Nc3ncc([N+](=O)[O-])s3)(OC1=O)C2(C)C (stereo not given)	37	1.4	-2	nt	-18	0	0.5	-0.4	-5	-2.8
31	COc1cccc(NS(=O)(=O)c2cc3c(cc2C)NC(=O)CO3)c1	29	2.7	5	-6	-12	-3	0.2	-0.4	-13	i
32	COc1ccc(Nc2oc(COc3ccc(C)cc3)nc2C#N)cc1	9	nt	13*	13	36	9	?	0.7	-14	nt
33	CCOC(=O)c1c(C)c(C(=O)NCCCOC(C)C)c(C)n1C	3	0.9	3	-1	4&-14	-3	-0.7	2.4	-6	-0.1
34	COc1cccc(CC(=O)NC2CCCN(Cc3ccc(Cl)cc3)C2)c1 (stereo not given)	53*	0.2	-3	-8	-9	30	-0.4	-5.2	-4	19
35	COc1ccc2c(Cl)c(C(=O)NCCCn3ccnc3)sc2c1Cl	17	nt	-1	-10	9	22	0.3	-0.8	-4	3.1
36	CCCC(=O)NC(=S)NNC(=O)c1ccc([N+](=O)[O-])cc1	-4	nt	3	4	-18	-5	3.4	-1.3	1	-0.1
37	Cc1nnsc1C(=O)NNc1c(Cl)cccc1Cl	-11	-16	-3	-1	0	1	0.6	nt	nt	0.8
38	Cc1nc(SCC(=O)Nc2ccccc2)c2oc3ccccc3c2n1	6	nt	2	-1	-15	5	-0.1	-0.1	-1	-1.4
39	COc1ccc(CCC(=O)NCCOc2ccccc2Cl)cc1	nt	1.3	nt	-7	-2	7	-0.1	-1.0	-8	-0.4
40	COc1cccc(C=CC(=O)C=CC=Cc2ccccc2)c1	nt	1.8	nt	7	3	6	0.5	0.9	0	-0.8
41	CCNc1nc(NCC)nc(N/N=C/c2ccc([N+](=O)[O-])o2)n1	22	nt	3	9	nt	0	0.0	-0.3	-4	i
42	COc1ccc(C2=NO[C@@H]3C(=O)N(C4CCCCC4)C(=O)[C@H]23)cc1OC	14	nt	2	0	0	-4	0.6	1.4	-1	5.9
43	COc1cccc(-c2nc(Cc3ccc(OC)c(OC)c3)no2)c1	-5	0.8	4	3	-40	21	1.3	-1.2	0	i
44	COc1ccc(CC2(C)OC(c3ccc(Cl)cc3)=NN2C(C)=O)cc1 (stereo not given)	-5	nt	7	-9	-23	11	7.6	-0.5	-1	-0.6
45	Cc1ccc(N(C)S(=O)(=O)c2ccc(-c3ccc(=O)[nH]n3)s2)cc1C	6	2.1	4	7	-12	12	-1.1	0.7	3	i
46	CCOC(=O)c1ccc(COC(=O)c2ccc3c(c2)-c2ccccc2C3=O)cc1	10	nt	0	16	-7	-3	-0.2	1.7	-6	-0.2
47	CC(CN1CCNCC1)(NS(=O)(=O)c1ccccc1)c1ccccc1 (stereo not given)	20	nt	4	-8	23	23	2.4	0.1	-1	0.8
48	Cc1ccc(/C=N/Nc2ncc(Cl)cc2Cl)s1	32	0.1	2	20	nt	-10	7.4	-0.9	-6	-0.9
49	O=C(COc1ccccc1[N+](=O)[O-])OCC(=O)c1ccc(Br)s1	nt	0.2	nt	14	-4	-2	-1.2	0.6	-4	0.8
50	Cc1nc2ccc(S(=O)(=O)NCC(=O)Nc3ccc(F)cc3)cc2s1	-2	-1.2	3	3	-5	2	1.6	1.8	-2	1.8
51	Cc1ccc(C(C)C)c(OCC(=O)OCC(=O)c2c(N)n(C)c(=O)n(C)c2=O)c1	nt	1.2	nt	-6	-4	0	5.7	1.8	2	i
52	CCN(CC)CC(=O)NN=C(c1ccccc1)c1ccccc1	6	nt	-1	5	-4	6	-0.1	-0.1	0	-0.4
53	CCn1nc(C)c(CNC(=O)CC2C(=O)NCCN2Cc2ccc(C)o2)c1C (stereo not given)	26	0.2	3	-9	-10	0	0.5	-0.6	1	nt
54	O=C1C=C(N2CCN(c3ccccn3)CC2)C(=O)c2c(O)ccc(O)c21	nt	0.5	nt	5	11	-10	4.3	0.3	-8	1.9
55	NS(=O)(=O)c1ccc(NS(=O)(=O)c2ccc(NC(=O)C3CC3)cc2)cc1	10	0.7	2	0	-9	2	-1.0	-1.6	0	i
56	COc1ccccc1N(C(=O)c1ccncc1)c1nc(-c2ccc([N+](=O)[O-])cc2)cs1	-1	0.8	3	0	22	-5	1.6	7.6	4	-2.7
57	Cc1nn(CC(=O)N2CCN(c3ccccn3)CC2)c(=O)c2cc3sccc3n12	10	nt	-2	nt	-10	10	0.6	-0.7	-1	-0.4
58	O=C1OC(c2ccccc2)/C(=C(/O)c2ccc(Cl)cc2)C1=O (stereo not given)	-30	nt	5	15	nt	0	0.3	0.4	-15	-0.3
59	O=C(O)c1ccc(NC(=S)NC2CCCCC2)cc1	-2	nt	0	12	-5	1	0.6	0.6	1	-0.7
60	COc1ccc(Oc2nc(C)cc(C)c2C#N)cc1	2	nt	-4	9	-13	13	3.4	1.5	6	i

The list is partial (hit frequency here may not be typical).
